Source: PubChem
MBD2 inh = inhibitors of human MBD2 binding to methylated oligonucleotide. TR-FRET. AID 686964. inhibition, % at 4.4 µM. 370,000 tested, 0.31% active; in the data active = inhibition above about 13%
HTRA1 inh = inhibitors of human serine peptidase HTRA1. recombinant HTRA1, FP-rhodamine activity-based probe, fluorescence polarization. 340,000 tested, 0.5% active. inhibition, % at 5.96 µM. AID 504803; in the data active = inhibition above about 36%;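 also: 0% = enzyme with DMSO and 100% = wells lacking enzyme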
rCAG binder = binds r(CAG) RNA repeats | r(CAG) RNA repeat, TO-PRO-1 dye displacement fluorescence | inhibition, % at 3 µM | 370,000 tested, 1.3% active;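 active = inhibition above the plate cutoff, the mean of all test compounds on that plate plus 3 SD, cut at about 35% in these data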;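 also: 0% = DMSO alone and 100% = 100 µM mitoxantrone as full dye displacement; higher means more dye released from RNA so lower well fluorescence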
ABHD4 inh = ABHD4 (mouse) inhibition, primary FP screen. purified mABHD4, FP-Rh probe fluorescence polarization. inhibition, % at 8.92 µM. 370,000 tested, 0.54% active;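 active = inhibition exceeding the mean over every tested compound plus 3 SD, cut at about 30% in these data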;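 also: 0% = plate median of compound wells and 100% = S159A mutant with DMSO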
Target sequence (Q8VD66 whole entry, looked up): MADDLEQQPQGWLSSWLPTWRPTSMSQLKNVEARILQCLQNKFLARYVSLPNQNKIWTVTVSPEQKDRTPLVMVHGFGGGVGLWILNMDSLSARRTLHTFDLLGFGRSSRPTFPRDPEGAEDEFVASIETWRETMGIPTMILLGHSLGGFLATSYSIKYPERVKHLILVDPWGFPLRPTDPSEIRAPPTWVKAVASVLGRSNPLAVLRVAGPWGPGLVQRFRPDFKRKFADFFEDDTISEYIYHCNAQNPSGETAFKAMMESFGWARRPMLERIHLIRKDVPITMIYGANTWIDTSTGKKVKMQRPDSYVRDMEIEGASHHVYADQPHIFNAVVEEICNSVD
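assay system = mABHD4 protein | compound dosing = single nominal dose of 8.92 µM, 0.89% DMSO final | read-out basis = percent inhibition of probe binding, normalized to plate controls | schedule = Enzyme–compound pre-incubation 45 min, then probe 60 min, both 25 °C | detection = fluorescence polarization, excitation 525 nm, emission 598 nm, BODIPY TMR filters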
LEDGF integ inh = blocks HIV-1 LEDGF/p75-dependent DNA integration | TR-FRET IN-LEDGF/p75 DNA integration, Eu/Cy5 | inhibition, % at 3.7 µM | 370,000 tested, 0.64% active | AID 743269;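 active = inhibition above the screen-wide mean plus 3 SD, cut at about 13% in these data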;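 also: signal is the Cy5 over europium emission ratio at 671 and 618 nm; 0% = plate median of compound wells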
PRMT1 inh = inhibitors of human PRMT1; 370,000 tested, 1.3% active; recombinant PRMT1, activity-based probe fluorescence polarization; Q99873; inhibition, % at 2.79 µM; AID 652257;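 active = inhibition above about 21% made by adding two undisclosed values, limit read from the data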
PG9 binder = binds the HIV-1 gp120 antibody PG9; TR-FRET gp120-PG9 antibody binding; inhibition, % at 6.7 µM; 360,000 tested, 0.43% active; in the data active = inhibition above about 8.5%
TCR-CD3 inh = human TCR-CD3 binding inhibition; AID 651800; TAMRA-labeled TCR probe fluorescence, biochemical; inhibition, % at 9.4 µM; 360,000 tested, 0.37% active; in the data active = inhibition above about 19%;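 also: recombinant mutant TCR 2C K166C tagged with TAMRA read by polarization; 0% = receptor in buffer alone and 100% = receptor with positive control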
NR1D1 modulator = Rev-erb alpha (human) modulation; P20393; AID 1259318; activity, % at 10 µM; 370,000 tested, 0.79% active; Rev-erbα–FITC-DNA binding, fluorescence polarization, 90 min;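 active = activity above about 14%, limit read from the data; passing the limit was not always enough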;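 also: 0% = DMSO wells with 35 nM protein and 100% = DMSO wells with 750 nM protein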
Target sequence (P20393 whole entry, looked up): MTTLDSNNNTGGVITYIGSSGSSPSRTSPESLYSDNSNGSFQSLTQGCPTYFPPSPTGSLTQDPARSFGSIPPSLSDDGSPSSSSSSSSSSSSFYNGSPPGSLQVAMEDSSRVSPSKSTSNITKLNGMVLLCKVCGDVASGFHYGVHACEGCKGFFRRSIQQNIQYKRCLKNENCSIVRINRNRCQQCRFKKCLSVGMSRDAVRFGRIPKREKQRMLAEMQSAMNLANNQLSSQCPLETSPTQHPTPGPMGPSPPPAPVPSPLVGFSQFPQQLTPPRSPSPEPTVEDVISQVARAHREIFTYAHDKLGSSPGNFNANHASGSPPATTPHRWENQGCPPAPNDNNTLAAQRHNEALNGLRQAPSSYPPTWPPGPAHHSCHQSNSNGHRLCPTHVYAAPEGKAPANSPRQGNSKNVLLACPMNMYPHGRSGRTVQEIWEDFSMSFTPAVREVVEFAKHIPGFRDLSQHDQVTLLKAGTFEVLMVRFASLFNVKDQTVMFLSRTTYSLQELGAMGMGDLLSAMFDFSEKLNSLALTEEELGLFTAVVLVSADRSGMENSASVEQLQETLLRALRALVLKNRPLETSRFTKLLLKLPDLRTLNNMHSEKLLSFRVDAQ
UHRF1 MBD2 ctr = UHRF1 methyl-DNA binding inhibition. inhibition, % at 4.4 µM. 370,000 tested, 0.75% active. Q96T88. UHRF1 binding to methylated oligo, TR-FRET; in the data active = inhibition above about 21%;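 also: UHRF1 SRA domain binding a hemimethylated CpG hairpin DNA probe; 0% = median of test compound wells and 100% = reference inhibitor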
Starred values were filed as active, the others as inactive; . = not tested or not shown.

mol,MBD2 inh,HTRA1 inh,rCAG binder,ABHD4 inh,LEDGF integ inh,PRMT1 inh,PG9 binder,TCR-CD3 inh,NR1D1 modulator,UHRF1 MBD2 ctr
O=C(CN1C(=O)/C(=C/c2ccccc2)SC1=S)NC1C=CS(=O)(=O)C1 (stereo not given),-1,-1,6,-4,2,-5,-1.6,-13,2,-8
COC(=O)c1sccc1NC(=O)Nc1ccccc1Cl,0,0,-1,-3,-1,-1,-1.1,0,8,-1
CNC[C@H](CC1CCCCC1)NC[C@H](NCCC1CCCC1)[C@H](C)O,2,2,0,1,4,-1,-0.3,-4,-5,0
COc1ccc(OC)c(S(=O)(=O)N2CCC3(CC2)OCCN3S(=O)(=O)c2cccs2)c1,-3,-4,5,3,-6,2,0.1,0,3,5
COc1ccc(C(=O)NNC(=O)c2ccccc2[N+](=O)[O-])cc1[N+](=O)[O-],1,-1,-3,-3,6,-1,-0.1,0,3,2
O=C(CSc1nc(O)cc(=O)n1-c1ccccc1)NC1CCCCC1,-6,-18,7,-6,-2,3,-2.0,1,0,0
O=C(COC(=O)C1(c2ccc(Cl)cc2)CCCC1)NCc1ccco1,1,-12,-2,-4,-3,1,-2.1,-6,1,2
O=C(c1ccccn1)N1CC=C(c2ccccc2)CC1,-2,5,-1,7,-6,-1,1.8,-3,0,1
O=C(CCn1cnc2ccccc21)N/N=C/c1ccccc1O,2,5,-1,5,-4,0,-2.7,-1,-5,3
CCCCN(C(=O)c1cccc2c(=O)c(C)c(-c3ccccc3)oc12)c1ccccc1,-4,-71,-6,-10,3,-1,-1.3,5,1,-2
O=c1ncn(-c2ccccc2F)c2ncccc12,6,-4,3,3,-2,4,0.8,0,0,3
COc1cc(C2C(C#N)=C(N)Oc3c2c(-c2ccccc2)nn3-c2ccccc2)cc(OC)c1OC (stereo not given),-7,7,62*,20,19*,0,-2.0,4,5,-1
CCN(CC(=O)Nc1c(F)cccc1F)C(=O)CCCNC(=O)c1ccc(Cl)cc1,4,8,-6,0,-4,-2,-0.1,-1,2,1
CN1OC[C@@H]2CN(C(=O)C(C)(C)C)[C@H](c3cccc(Br)c3)C[C@@H]21,-5,-4,4,5,2,-6,1.4,6,3,3
COc1ccc(/C=C2/NC(=O)CNC2=O)cc1,3,-6,-3,-4,0,1,0.4,-1,1,-1
CC(NC(=O)CNC(=O)c1ccco1)c1ccc(S(N)(=O)=O)cc1 (stereo not given),3,-1,3,-8,4,-6,-0.6,-5,-3,3
O=C(CCn1nnc(-c2cccs2)n1)NC1CCCCC1,-2,5,-1,-8,2,-6,0.8,4,.,-2
O=C(C1CCC1)N1CCN(S(=O)(=O)c2ccc(F)cc2)CC1,-2,7,-1,-2,0,-3,-0.4,3,-3,1
CCOC(=O)C1(CC2CCCCO2)CCN(Cc2cc(F)ccc2-n2cccn2)CC1 (stereo not given),-5,4,-9,-2,0,1,0.5,0,1,-1
CN(C)C=NC(=O)c1cc(C(=O)c2ccc(Cl)cc2)c[nH]1,0,0,-1,1,-4,-3,-1.9,10,-6,1
CCOC(=O)c1oc2c(CN3CCCCC3C)c(O)ccc2c(=O)c1-c1ccc(OC)c(OC)c1 (stereo not given),2,-7,-3,6,-3,1,1.4,-3,-2,0
CC1=C(C(=O)N2CCOCC2)C(c2ccccc2F)NC(=O)N1 (stereo not given),3,-6,-1,0,-3,-1,0.7,5,2,-2
CC(=O)c1ccccc1NS(=O)(=O)c1ccc2c(c1)CC(=O)N2,-6,-5,8,1,4,-4,-1.1,6,3,-5
CCCN(C(=O)COC(=O)COc1c(C)cccc1C)c1c(N)n(Cc2ccccc2)c(=O)[nH]c1=O,1,0,-2,-2,3,-2,3.5,0,-3,-2
Cc1sc(NC(=O)/C=C/c2ccc(C(C)C)cc2)c(C#N)c1C,0,-3,1,0,-2,0,0.8,2,2,-1
CCOC(=O)c1c(C)oc2ccc(OS(C)(=O)=O)cc12,-2,-5,-1,-6,5,2,0.7,-3,4,4
O=C(C1CCCCC1)N1C[C@H](n2cc(C3CC3)nn2)[C@@H](O)C[C@@H]1c1ccc(Cl)cc1,4,-4,-2,5,2,1,0.6,-5,0,2
Cc1cc(C)c2c(n1)sc1c(O)cc(=O)[nH]c12,1,0,15,-2,1,1,-0.5,1,.,-3
CCCOc1c(Br)cc(C2C3=C(CCCC3=O)N(C)C3=C2C(=O)CCC3)cc1OC,-6,-4,4,10,3,6,0.6,4,-1,0
COC(=O)C1=C(C)NC(=S)NC1c1ccc(-c2cc(Cl)ccc2Cl)o1 (stereo not given),-4,-18,15,-12,0,70*,-2.3,-3,-9,2
O=C(NCCN1CCN(c2ccccc2)CC1)C1CCN(S(=O)(=O)c2cccc3nonc23)CC1,2,4,3,-5,9,2,0.6,-2,-3,1
Cc1cn(COC/C=C/c2ccccc2)c(=O)[nH]c1=O,1,-4,-3,-4,-1,0,-0.8,-5,-3,-1
COc1ccc(CNCC(O)COCc2cccs2)cc1 (stereo not given),-6,4,1,-4,1,-5,-1.2,8,-1,1
CCN(CC)CCn1c2c(c(SCC(=O)Nc3ccc(C)c(F)c3)nc1=O)CCC2,-2,-4,-5,1,1,-3,-1.0,-5,9,-1
O=C(c1cc([N+](=O)[O-])ccc1Cl)N1CCN(Cc2ccc3c(c2)OCO3)CC1,-2,-3,-6,4,3,-1,-2.6,1,-2,-2
Cc1ccc2oc(=O)c3cnn(CC(=O)N4CCN(c5cccc(C(F)(F)F)c5)CC4)c3c2c1,-3,.,4,2,0,1,.,.,-7,3
CCOc1ncccc1C(=O)Nc1cc(S(=O)(=O)N2CCCCCC2)ccc1OC,-2,-1,1,6,5,-7,-1.1,6,3,1
CN1CCCC(OC(=O)c2cccc(S(=O)(=O)N3CCCCCC3)c2)C1 (stereo not given),2,-3,-8,-4,-5,4,0.3,-2,3,4
C=CCNC(=O)c1ccc(Cn2cc(C(F)(F)F)ccc2=O)cc1,-1,0,-3,1,3,0,-2.2,-3,-2,1
COC(=O)C(CC(=O)c1cccc(OC)c1)c1ccc(F)cc1 (stereo not given),-1,-1,-8,1,-5,-1,-4.4,1,4,3
O=C(Nc1ccc(NC(=O)N2CCN(c3ccccc3O)CC2)cc1)N1CCN(c2ccccc2O)CC1,-8,4,3,1,-1,0,3.8,-1,-7,-1
O=C(NCc1ccco1)c1cc(S(=O)(=O)N2CCOCC2)ccc1Br,1,-1,2,2,-5,6,-1.9,3,-4,0
CC(C)[C@H](NC(N)=O)C(=O)NCCc1ccc(Cl)cc1Cl,6,1,1,-3,-6,0,2.1,3,-1,-3
COc1ccccc1C(=O)C1CCCN(C(=O)CCc2ccccn2)C1 (stereo not given),-1,5,-4,-14,1,-3,-0.8,7,3,1
CC(=O)C[C@@H](O)CC(=O)[C@H]1OC(=O)CC/C=C\Cc2ccccc21,7,5,4,3,2,1,4.1,-1,6,6
Cc1ccc(S(=O)(=O)N2CCC(C(=O)NCC3CCCO3)CC2)cc1 (stereo not given),0,7,-4,2,-5,-2,-0.6,2,-5,0
CCN1CCN(C(=O)C2CCN(C(=O)c3cc4sccc4n3CC)CC2)CC1,1,2,0,3,-3,1,-1.0,-4,-5,1
O=C(CC1C(=O)NCCN1C(=S)Nc1ccccc1)Nc1ccc(F)cc1 (stereo not given),4,1,-4,-1,-1,-2,-1.8,4,1,1
CC(C)(C)c1nc(S(=O)(=O)c2ccc(Cl)cc2)c(N2CCOCC2)o1,-1,1,2,-4,2,3,-0.3,2,1,-2
CC(C)(C)c1ccc(C(=O)Nc2cccc(S(=O)(=O)NC3=NCCC3)c2)cc1,-6,-12,3,3,7,-3,-2.0,-2,0,-2
O=C(Nc1ccc(Br)c(Br)c1)C1CCCO1 (stereo not given),-4,.,-1,-2,5,-3,1.0,5,-5,-2
OC(c1cccc(Cl)c1)c1nc(-c2cc3ccccc3o2)cs1 (stereo not given),1,.,4,-38,-4,-3,-1.6,5,-3,1
CCN1CCN(CC(O)COCCOc2ccc(Br)cc2)CC1 (stereo not given),1,5,-6,-3,0,-1,-2.4,4,9,1
CCC(CC)NC(=O)c1nn(Cc2ccccc2)c(=O)c2ccccc12,3,-11,-5,-5,4,2,-0.7,-9,4,4
O=C(NCCCNC(=O)c1ccc(-c2cccc(Cl)c2)o1)c1cnccn1,-5,-9,1,-2,-2,2,0.6,2,4,-1
Cc1c(C(=O)Oc2ccc(-c3cnc4ccccc4n3)cc2)cccc1[N+](=O)[O-],0,-5,5,-1,-3,20,0.9,2,4,0
CCC(C)NC(=O)CSc1nc2ccccc2c(=O)n1-c1c(C)n(C)n(-c2ccccc2)c1=O (stereo not given),-3,4,-2,1,1,-2,-1.9,1,-4,4
COc1ccc(C(=O)Nc2nncs2)cc1S(=O)(=O)N1CCOCC1,1,5,1,4,3,-4,0.2,-3,7,0
O=C(CCCn1c(=S)[nH]c2cc3c(cc2c1=O)OCO3)N1CCN(c2ccccc2)CC1,-2,3,0,3,-1,-1,-0.2,10,11,1

Two of the compounds above, as labelled records:
Structure: CCC(CC)NC(=O)c1nn(Cc2ccccc2)c(=O)c2ccccc12
  MBD2 inh = 3 | HTRA1 inh = -11 | rCAG binder = -5 | ABHD4 inh = -5 | LEDGF integ inh = 4 | PRMT1 inh = 2 | PG9 binder = -0.7 | TCR-CD3 inh = -9 | NR1D1 modulator = 4 | UHRF1 MBD2 ctr = 4

Structure: OC(c1cccc(Cl)c1)c1nc(-c2cc3ccccc3o2)cs1 (stereo not given)
  MBD2 inh = 1 | HTRA1 inh = . | rCAG binder = 4 | ABHD4 inh = -38 | LEDGF integ inh = -4 | PRMT1 inh = -3 | PG9 binder = -1.6 | TCR-CD3 inh = 5 | NR1D1 modulator = -3 | UHRF1 MBD2 ctr = 1

These rows are one share of the data. The share of hits here may be higher or lower than overall.
